TRPML3 ag = human TRPML3 channel agonists, primary screen, cell-based, HEK293 TRPML3-YFP, Fluo-8 calcium fluorescence, 3 µM; activation, % at 3 µM; actives 0.29% (n = 220,000); AID 1448, 2008; 100% = the carbachol control signal; Mucolipin-3 (Homo sapiens), Q8TDD5;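 active means activation above its plate's cutoff, the mean activation of the plate's test wells plus 3 SD, cut at about 12% in these data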;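 further: 0% = DMSO only wells and 100% = carbachol wells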
Target sequence (Q8TDD5 whole entry, looked up): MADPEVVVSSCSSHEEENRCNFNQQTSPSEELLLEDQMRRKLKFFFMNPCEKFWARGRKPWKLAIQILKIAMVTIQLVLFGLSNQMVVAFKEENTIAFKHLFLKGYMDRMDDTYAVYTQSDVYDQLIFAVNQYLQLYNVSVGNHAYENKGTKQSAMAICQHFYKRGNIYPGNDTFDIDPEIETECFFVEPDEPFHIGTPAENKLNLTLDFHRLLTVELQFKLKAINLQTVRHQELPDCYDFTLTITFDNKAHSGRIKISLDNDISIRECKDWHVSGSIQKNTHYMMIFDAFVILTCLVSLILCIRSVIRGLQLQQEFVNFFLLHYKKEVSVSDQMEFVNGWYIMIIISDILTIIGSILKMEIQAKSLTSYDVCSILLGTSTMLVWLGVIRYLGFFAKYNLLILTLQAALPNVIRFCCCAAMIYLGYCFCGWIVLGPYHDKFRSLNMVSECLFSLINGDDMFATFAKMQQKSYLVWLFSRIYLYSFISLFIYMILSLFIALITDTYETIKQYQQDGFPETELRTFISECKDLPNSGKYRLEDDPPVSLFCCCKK
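Material: TRPML3-YFP stable HEK293 cells | Dosing: One concentration, 3 µM nominal, 0.3% DMSO | Timing: 125 s total fluorescence read per well | Technique: Fluo-8 calcium dye fluorescence, ex 470-495, em 515-575 nm | Measure: Percent activation from peak-to-basal fluorescence ratio, scaled between DMSO and carbachol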
Runt-SMMHC FRET = inhibitors of RUNX1 Runt–CBFb-SMMHC binding, primary screen, biochemical, FRET, Cerulean-Runt, Venus-CBFb-SMMHC, uHTS; Runt-related transcription factor 1 (Homo sapiens) + Core-binding factor subunit beta …; Cerulean-Runt/Venus-CBFb-SMMHC FRET ratio 530/480, 1 h; inhibition, % at 20 µM; actives 0.74% (n = 220,000); AID 1434, 2008;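 active means mean inhibition across duplicate retests at 20 µM reaching about 50%, limit read from the data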;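 further: 0% = DMSO wells and 100% = wells with excess untagged CBFb-SMMHC; inhibitors lower the FRET ratio by blocking Runt binding to CBFb-SMMHC; some results filed as inactive read as strong as hits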
CHOP inhibitor = inhibitors of CHOP promoter induction, primary screen, cell-based, unfolded protein response, luciferase reporter; CHO-K1 CHOP-promoter luciferase, tunicamycin-induced, 15-18 h; inhibition, % at 10 µM; actives 3.8% (n = 220,000); AID 2732, 2010;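 active means compounds that reduced the stress-induced luciferase reporter signal by more than about 70% of percent inhibition, limit read from the data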;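 further: 0% = tunicamycin plus vehicle and 100% = wells without tunicamycin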
p47phox inh = p47phox/p22phox peptide binding inhibitors, primary screen, biochemical, uHTS, NADPH oxidase regulatory subunit; Neutrophil cytosol factor 1 (Homo sapiens), P14598; fluorescence polarization, 2 h; inhibition, % at 24.7 µM; actives 0.53% (n = 220,000);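 active means inhibition above about 30%, limit read from the data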;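 further: 0% = p47phox with labelled peptide and 100% = labelled peptide alone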
EBV gp42 inh = Epstein-Barr virus gp42 inhibitors, primary screen, biochemical, uHTS, fluorescence polarization; actives 0.42% (n = 220,000); Fluorescence polarization binding assay, mP read-out; inhibition, % (tested at 21.74 µM); in the data active means inhibition above about 50%
PPC-1+TRAIL kill = compounds killing PPC-1 cancer cells with TRAIL present, primary screen, TRAIL potentiator project, ATPLite luminescence, uHTS; actives 0.41% (n = 220,000); cell killing (% activity), % at 4 µM; PPC-1 cells + TRAIL, ATPLite viability luminescence; AID 1443, 2008;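 active means cell killing above 50% in the first pass at 4 µM, then a duplicate retest at 5 µM averaging 50% or more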;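 further: plate controls were cells with TRAIL plus DMSO for no effect and medium-only wells lacking cells for full effect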
zfTRPN1 agonist = zebrafish TRPN1 channel agonists, primary screen, cell-based, HEK293, calcium fluorescence. AID 1424, 2008. HEK293 zebrafish TRPN1-YFP, Fluo-8 calcium fluorescence; 100% = response to 87 µM carbachol. actives 0.18% (n = 220,000). activation, % at 3 µM. transient receptor potential cation channel N1 (TRPN1/NompC), Danio rerio;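 active means activation above its plate's cutoff, the mean activation of test wells on that plate plus 3 SD, cut at about 19% in these data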;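 further: 0% = DMSO alone and 100% = 87 µM carbachol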
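System: zebrafish TRPN1-YFP in HEK293 cells / Dosing: 3 µM single point / Timing: dye loading 1 h at 37 °C, then 30 min room temperature / Signal: Fluo-8 calcium fluorescence, excitation 470-495 nm, emission 515-575 nm / Read-out basis: percent activation from peak over basal fluorescence ratio, control-normalized / Control set: high carbachol 87 µM, low DMSO alone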
TNF death inh = inhibitors of TNF-alpha triggered necroptosis, primary screen, cell-based, Jurkat FADD-/-, single concentration; Jurkat FADD-/- TNF necroptosis rescue, ATP luminescence, 24 h; 0 = TNF only, 100 = no-TNF cells; activation (protection from cell death), % at 10 µM; actives 0.068% (n = 220,000); AID 463075, 2010;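 active means activation, meaning protection from cell death, of at least 50% relative to plate controls; inactive means activation below 50%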;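 further: necroptosis triggered by 40 ng/mL TNF-alpha added together with compound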
Mdm2 ligase inh = MDM2-luciferase reporter signal enhancers, primary screen, MDM2 E3 ligase inhibitor project, cell-based, luminescence, 1536-well; E3 ubiquitin-protein ligase Mdm2 (Homo sapiens), Q00987; cell-based MDM2 ubiquitination luciferase reporter, 2 h; 0 = plate control, 100 = twice control, blank-subtracted; signal enhancement, % at 5 µM; actives 0.11% (n = 210,000); AID 1230, 2008;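 active means signal enhancement of 30% or more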;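 further: luminescence tracks abundance of the self-degrading MDM2-luciferase fusion protein; higher signal means inhibition of MDM2 E3 ligase activity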
Target sequence (Q00987 whole entry, looked up, the tested form may be a part): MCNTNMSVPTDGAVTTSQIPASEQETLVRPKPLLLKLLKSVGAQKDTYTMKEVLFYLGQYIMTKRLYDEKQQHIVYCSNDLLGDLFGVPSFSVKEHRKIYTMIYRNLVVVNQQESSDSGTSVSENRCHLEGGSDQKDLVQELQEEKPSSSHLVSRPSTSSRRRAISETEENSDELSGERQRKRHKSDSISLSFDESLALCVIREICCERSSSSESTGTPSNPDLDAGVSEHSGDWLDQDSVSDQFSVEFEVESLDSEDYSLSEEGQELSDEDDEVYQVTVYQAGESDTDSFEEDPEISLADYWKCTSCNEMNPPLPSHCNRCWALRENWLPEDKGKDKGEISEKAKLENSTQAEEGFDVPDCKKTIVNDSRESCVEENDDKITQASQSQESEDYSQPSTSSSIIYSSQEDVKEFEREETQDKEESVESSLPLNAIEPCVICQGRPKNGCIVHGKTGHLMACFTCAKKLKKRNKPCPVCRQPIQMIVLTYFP
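Buffer or medium: Cells held in DMEM | Assay system: Stable mammalian line carrying autodegrading MDM2–luciferase fusion reporter | Quantity: 2000 cells/well | Times: 4 h settle plus 2 h compound, 37 °C | Doses: One concentration, 5 µM, with 0.2% DMSO | Technique: Luminescence with SteadyLite reagent, 15 min at room temperature | Benchmarks: Plate controls and plate blanks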
An asterisk follows results filed as active; nt = no result given; & = joins results of further samples. Hits appear at their usual frequency; any-hit rate near 5.9%.

SMILES	TRPML3 ag	Runt-SMMHC FRET	CHOP inhibitor	p47phox inh	EBV gp42 inh	PPC-1+TRAIL kill	zfTRPN1 agonist	TNF death inh	Mdm2 ligase inh
Cc1ccc(C(=O)c2coc3cc([N+](=O)[O-])c(O)c([N+](=O)[O-])c23)cc1	-1.2	14.8	10.5	1.7	-8.1	18.5	-2.4	-1.6	5.0
C/C(=N\NC(N)=O)c1ccc(Cl)cc1	0.8	-1.5	4.2	-0.7	-3.4	3.8	0.9	-2.6	5.2
Cc1cc(C)n(-c2c(C)[nH]c3ccccc23)n1	0.5	-6.4	-0.6	-9.2	-2.5	35.0	1.4	-0.5	2.5
CCCc1nnc2n1N=C(c1ccc([N+](=O)[O-])cc1)CS2	0.4	-1.8	10.7	0.1	-8.1	-1.8	-0.3	1.0	4.5
CC(=O)c1cccc(NC(=O)CN(c2cccc(F)c2)S(C)(=O)=O)c1	0.1	2.1	24.4	-5.8	-8.6	27.3	1.0	0.2	-21.6
CCN=C1SC(CC(=O)NCCc2ccc(OC)c(OC)c2)C(=O)N1CC (centres undefined)	0.8	0.9	5.7	4.5	-3.1	33.0	1.8	-0.5	7.7
COc1cc2c(cc1NC(=O)c1cccc(Br)c1)CCCC2	0.0	0.5	52.9	4.2	-8.0	25.1	-0.6	-2.4	-10.9
O=S(=O)(c1cccc(-c2nnc(SCc3ccc(Cl)cc3)o2)c1)N1CCCCC1	-0.2	3.2	7.9	-2.5	3.2	5.5	0.4	0.8	-7.8
CCN(CCn1cccn1)Cc1nc(-c2ccc(C(=O)OC)cc2)no1	0.9	-6.5	-13.6	-7.5	-3.3	3.6	1.6	1.8	nt
CCCC(=O)NNC(=O)c1c(O)c2ccccc2[nH]c1=O	1.4	-0.9	58.2	8.3	-9.3	1.8	0.7	1.2	-9.0
O=C(NCc1ccco1)NCC(F)(F)F	0.0	-0.4	21.4	-8.1	17.3	32.8	0.7	-1.1	2.5
COC(=O)CN=Cc1c(C)[nH]n(-c2ccccc2)c1=O	0.9	-1.7	-15.7	-1.0	0.6	-7.2	0.3	-0.8	-18.9
Cc1ccc(-c2nn3c(C)nnc3s2)cc1NC(=O)c1cccs1	0.7	0.3	13.5	-4.7	-13.3	19.0	0.6	1.7	-10.7
CCOC(=O)c1sc(NC(=O)CSc2nnc(C(C)C)n2C)nc1C	0.7	3.4	-4.5	2.7	5.1	21.3	-1.2	0.2	0.8
CSc1nc2ccccc2n1Cc1cccc(F)c1	-1.4	-1.1	-0.2	-1.9	4.3	10.0	-2.5	-3.1	-1.0
COC(=O)c1cc(OC)c(OC)cc1NC(=O)CN1CCCCC1	0.6	-0.4	30.4	-8.1	-6.8	-5.8	-0.2	1.7	-16.8
Cc1cc(OCC(=O)O/N=C(\N)Cc2cccs2)ccc1Br	-0.4	-2.5	19.5	-5.9	4.2	8.1	-1.2	-2.0	-3.4
COc1ccc2nc(SCC(=O)Nc3nonc3C)[nH]c2c1	-0.3	-1.1	-1.6	-1.5	-8.3	3.1	-1.4	1.6	-9.2
CC1CCN(CCCn2c(SCC(=O)Nc3ccccc3Cl)nc3ccccc3c2=O)CC1	0.5	1.8	38.5	-2.6	-13.8	7.0	-0.8	2.9	-9.8
CCOc1cc(/C=N/NC(=O)COc2cccc(C)c2)ccc1OC(=O)c1cccs1	-0.8	-5.9	106.2*	-10.8	9.9	-4.6	-1.2	-0.4	0.7

An excerpt from above, reduced to CHOP inhibitor and PPC-1+TRAIL kill.
compound	CHOP inhibitor	PPC-1+TRAIL kill
CC(=O)c1cccc(NC(=O)CN(c2cccc(F)c2)S(C)(=O)=O)c1	24.4	27.3
CCN=C1SC(CC(=O)NCCc2ccc(OC)c(OC)c2)C(=O)N1CC (centres undefined)	5.7	33.0

(cont.)
SMILES	TRPML3 ag	Runt-SMMHC FRET	CHOP inhibitor	p47phox inh	EBV gp42 inh	PPC-1+TRAIL kill	zfTRPN1 agonist	TNF death inh	Mdm2 ligase inh
Cc1ccc(-c2nnn(CC(=O)N(CC3CCCO3)C(C(=O)NC(C)(C)C)c3ccc(F)cc3)n2)o1 (centres undefined)	-1.2	1.2	7.0	-6.3	-9.2	-6.9	0.8	-1.9	-30.5
CCn1c(COc2ccc(=O)n(-c3ccccc3)n2)nnc1SCc1ccc(C)cc1	-0.5	-0.7	24.2	7.0	-3.7	11.6	0.4	-2.6	-5.1
CCC1=C(OC(=O)N(CC)CC)N2C(=O)OC(=NCc3ccccc3)[C@]2(C)[C@H]2C1=CC[C@H]1C(=O)NC(=O)[C@H]12	nt	0.0	28.6	-0.6	-17.6	18.3	nt	2.8	11.9
CCCC(=O)OCC(=O)Nc1ccc2c(c1)OCO2	0.3	-1.7	2.0	-2.6	-5.1	-2.0	0.2	0.3	-10.5
COc1cc(NC(=O)c2cc3nc(C4CC4)cc(C(F)(F)F)n3n2)c(OC)cc1Cl	0.0	-4.8	12.0	-24.6	-3.6	-0.4	-1.6	2.1	-7.1
COc1cccc(Cn2nnc(C(=O)Nc3cc(C)ccc3OC)c2N)c1	-0.6	-1.7	61.0	-7.4	-14.4	13.4	0.8	0.5	-28.8
Cc1cccc2cc(C#N)c(N3CCN(C)CC3)nc12	0.7	2.7	-1.2	4.7	-1.6	5.3	0.5	3.9	-9.2
CCOC(=O)c1cc2c(C)[nH]c(C)c2cc(C(=O)OCC)c1=O	0.5	-23.0	-6.8	-10.2	1.4	3.7	0.4	-0.9	-9.4
O=C(CN1CCN(Cc2ccc3c(c2)OCO3)CC1)Nc1ccc(N2CCOCC2)cc1	0.3	-2.0	9.2	4.2	-8.3	-12.2	0.1	1.4	-7.5
CCc1ccc[n+](-c2[nH]c(=O)sc2/C=N/NC([S-])=Nc2ccccc2)c1	2.6	-17.1	-4.7	6.0	66.0*	6.1	6.9	0.7	-10.0
O=C(COC(=O)CCc1c[nH]c2ccccc12)NC(c1ccccc1)c1ccccc1	-0.5	-2.6	29.2	-6.4	1.3	5.5	-2.6	-1.2	-4.9
Nc1ccccc1Sc1ccccc1[N+](=O)[O-]	-0.3	0.7	26.8	-2.4	-8.6	26.6	-1.6	0.0	-7.8
Cc1cc(NCCCn2ccnc2)n2nc(C)c(-c3ccccc3)c2n1	0.1	-2.2	9.6	-13.6	-3.4	24.5	-1.2	3.0	-3.7
CSc1ccccc1C(=O)N1CCCCC1	1.0	-4.4	7.0	-18.4	-1.4	3.0	0.0	-0.8	-11.8
N#C/C(C(=O)NCc1ccco1)=C1/SC=C(c2ccccc2)N1c1ccccc1	0.2	4.1	2.2	-13.5	-8.3	5.5	-0.8	1.6	-2.6
COc1cccc(-n2nnc3c(=O)n(CC(=O)Nc4cc(C)on4)cnc32)c1	1.0	-4.4	13.2	4.8	-3.1	5.9	0.6	0.8	-27.7
O=C(O)/C=C/c1ccc(O)c(O)c1	1.2	57.9	12.1&-13.2	2.5	1.1	31.2	1.2	1.4	nt
COc1cc(C(=O)Nc2sc(C(=O)N3CCOCC3)c(C)c2C#N)cc(OC)c1OC	0.2	0.4	14.0	-12.8	-9.9	-20.7	-0.7	-2.1	-7.1
CCC(C)(C)NC(=O)C(c1ccc(C)o1)N(Cc1cccs1)C(=O)Cn1nnc2ccccc21 (centres undefined)	-0.4	0.6	76.7*	3.9	-6.2	16.4	-2.4	-1.5	0.8
COc1ccc(C(=O)Nc2ccc3oc(-c4cccnc4)nc3c2)cc1OC	1.9	-2.1	-13.9	11.6	-0.9	2.5	2.7	-6.6	8.3
CCOC(=O)c1ccccc1NC(=O)CN(c1ccccc1)S(=O)(=O)N(C)C	-0.6	2.5	60.0	-7.2	6.2	14.7	-0.8	3.8	-0.9
CCCCC(O)(CCCC)C(=O)NN(C(=O)OC)c1ccc(C)cc1	-1.0	-7.0	8.7	-15.5	-26.4	4.6	-3.0	-0.3	-29.7
O=C(Nc1nc2ccccc2[nH]1)C1CC(=O)N(c2ccc3c(c2)OCCO3)C1 (centres undefined)	0.5	5.1	36.5	-19.6	-3.4	3.3	0.1	-2.7	-27.6
CC1Cc2ccccc2N1C(=O)CCS(=O)(=O)c1cccs1 (centres undefined)	-0.1	-0.2	-6.8	4.9	-17.3	10.6	2.0	1.7	-18.1
COc1ccc2nc(NC(=O)CCc3ccc(OC)c(OC)c3)sc2c1	-0.3	-2.3	26.3	-19.4	-8.8	-8.0	-0.5	1.9	-10.8
O=C(NCCCN1CCCC1=O)c1ccc(Cl)c(Cl)c1	1.0	-1.8	-3.9	-8.1	-10.2	-3.8	0.0	-0.2	-1.7
CCN1C(=O)c2cccc3c(NC(=O)c4ccc(OC)c(OC)c4)ccc1c23	0.0	-34.0	-33.9	-4.3	-9.2	13.4	2.4	-2.1	-11.5
CCCCc1nnc(NC(=O)CSc2nc(N)cc(=O)[nH]2)s1	-0.1	-3.2	3.4	-4.1	-15.6	22.5	1.1	-0.3	10.7
CC(C)C(=O)Nc1ccccc1C(=O)OCC(=O)c1ccc2c(c1)OCCO2	0.2	2.0	-10.9	-4.2	1.9	2.9	0.8	0.3	-0.4
Cc1ccc(SCCC(=O)Nc2cccc(N(C)S(C)(=O)=O)c2)cc1	1.5	-1.3	-20.5	-3.7	-2.4	8.9	2.6	-1.3	-12.0
CCOC(=O)C1CCN(C(=O)CCCN2C(=O)c3ccccc3C2=O)CC1	0.1	1.3	-17.8	3.2	-17.5	3.8	2.3	-1.3	-6.3
O=C1CSC(c2cccc([N+](=O)[O-])c2)N1c1ccc(O)cc1 (centres undefined)	0.6	1.4	-7.4	-13.5	0.0	-9.6	1.8	0.5	-3.9
CCOC(=O)c1cc(CC)sc1NC(=O)Cc1ccsc1	-0.8	1.3	75.5*	-2.8	-8.6	-7.1	-0.7	-0.3	-16.4
CCN(CC)S(=O)(=O)c1ccc(C(=O)Oc2ccc3c(c2)OCO3)cc1	-0.2	0.5	6.8	-4.0	8.1	3.4	0.5	-0.1	-9.5
O=C(OCCOc1ccccc1Cl)c1ccc(-n2cnnn2)cc1	0.2	0.5	-16.0	-13.6	-6.8	20.4	-0.3	-0.7	-26.9

Compound activity from PubChem.
